Compound activity: PubChem, several laboratories
CR mimetic SO: lowers age-related superoxide in aged yeast cells; AID 2690; superoxide response (% of plate mean), % at 10 µM; S. cerevisiae aged cells, superoxide DHE fluorescence; hits give low values; 0.18% of 330,000 active;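 active = superoxide response under a set limit, about three screen SD below normal, cut at about 65% in these data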;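 note: yeast aged for seven days with compound at 30 °C before DHE staining; 100% = average MFI of all compound-treated wells on the plate with controls excluded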
MEP2 TOR yeast: yeast TOR pathway MEP2-GFP modulation | S. cerevisiae MEP2-GFP strain, flow cytometry GFP, 3 h; 100% = DMSO control level | GFP response vs DMSO, % at 10 µM | 0.51% of 330,000 active | AID 2016;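 active = GFP response versus DMSO above a set limit, roughly screen mean plus 3 SD, cut at about 180% in these data; inconclusive = fewer than 70 cells counted for a yeast strain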;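 note: median GFP fluorescence of the barcode-gated MEP2-GFP cells per well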
LAP4 TOR yeast: yeast TOR pathway LAP4-GFP modulation; AID 2023; GFP response vs DMSO, % at 10 µM; S. cerevisiae LAP4-GFP multiplex, flow cytometry GFP, 3 h; median GFP as percent of DMSO wells; 0.34% of 320,000 active;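 active = GFP response vs DMSO above a set limit, about the screen mean plus 3 SD, cut at about 150% in these data; inconclusive = under 70 cell events counted for the yeast strain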
GASC-1 inh: blocks human GASC-1 demethylase activity; Q9H3R0; GST-JMJD2C(1-420) H3K9me3 demethylation, DELFIA europium; inhibition, % at 2.35 µM; 0.069% of 330,000 active; AID 2099;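 active = more than half of a compound's replicate wells show inhibition beyond 50%, single wells judged on their own value; inconclusive = some, but no more than half, of replicates pass 50% inhibition; inactive = no replicate passes 50% inhibition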;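 note: signal counts dimethyl H3K9 product captured on neutravidin plate; 0% = median of DMSO wells and 100% = 0.3 times that DMSO median; strong numbers were not always called active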
Target sequence (Q9H3R0 1-420 limits assumed): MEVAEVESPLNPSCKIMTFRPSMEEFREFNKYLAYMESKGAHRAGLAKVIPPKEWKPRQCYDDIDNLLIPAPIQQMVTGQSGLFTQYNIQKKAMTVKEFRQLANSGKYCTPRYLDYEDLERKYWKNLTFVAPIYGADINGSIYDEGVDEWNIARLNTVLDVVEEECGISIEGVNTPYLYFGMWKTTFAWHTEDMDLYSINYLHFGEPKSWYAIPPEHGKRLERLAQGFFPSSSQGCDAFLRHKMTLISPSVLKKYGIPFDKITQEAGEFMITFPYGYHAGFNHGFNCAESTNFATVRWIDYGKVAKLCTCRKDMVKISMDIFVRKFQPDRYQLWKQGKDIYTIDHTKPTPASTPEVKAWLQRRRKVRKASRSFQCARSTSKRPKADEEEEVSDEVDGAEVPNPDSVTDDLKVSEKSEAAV
RPL19A-GFP yeast: yeast TOR pathway RPL19A-GFP modulation | S. cerevisiae RPL19A-GFP strain, flow cytometry, 3 h; hits give low values | percent response vs DMSO, % at 10 µM | 0.3% of 330,000 active;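 active = percent response vs DMSO below 50%; inconclusive = fewer than 70 events counted for the yeast strain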;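 note: median channel GFP fluorescence of the barcoded RPL19A-GFP strain; ratio of sample median GFP to plate DMSO average so 100% = DMSO; lower means less RPL19A-GFP as with rapamycin TOR inhibition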
procasp3 activ: activators of human procaspase-3. P42574. 0.11% of 330,000 active. activation, % at 8.5 µM. recombinant procaspase-3 D3A, Ac-DEVD-pNA absorbance 405 nm. AID 463141;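 active = activation above the mean of all tested compounds plus 3 SD, cut at about 21% in these data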;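 note: 0% = DMSO alone and 100% = DMSO wells spiked with extra 5 µM PC-3 D3A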
Target sequence (P42574 whole entry D9A/D28A/D175A): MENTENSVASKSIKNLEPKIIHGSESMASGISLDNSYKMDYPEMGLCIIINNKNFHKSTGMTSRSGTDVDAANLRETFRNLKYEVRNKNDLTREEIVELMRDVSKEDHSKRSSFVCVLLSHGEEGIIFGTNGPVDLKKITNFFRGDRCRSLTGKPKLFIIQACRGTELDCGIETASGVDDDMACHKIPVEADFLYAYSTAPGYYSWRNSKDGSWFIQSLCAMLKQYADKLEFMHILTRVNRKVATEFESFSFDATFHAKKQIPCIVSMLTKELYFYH
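System: Procaspase-3 D3A mutant. Medium: Zinc-free 300 mM NaCl, 50 mM HEPES, 0.01% Triton X-100. Schedule: 1 h preincubation plus 2 h reaction at 25 °C. Measured by: 405 nm absorbance of p-nitroaniline, reads at 0 and 120 min. Read-out: percent activation relative to control range.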
AHR activator: activates the human aryl hydrocarbon receptor; 2.5% of 320,000 active; AHR-responsive luciferase reporter cells, luminescence; activation, % at 5 µM; in the data active = activation above about 47%;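 note: 0% = vehicle wells and 100% = reference agonist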
procasp7 counter: counter-screen: procaspase-7 (human) activation | recombinant procaspase-7, Ac-DEVD-pNA absorbance 405 nm; D23A/D198A/D206A triple mutant, cannot self-cleave; scale: DMSO 0, 5 µM enzyme 100 | 0.093% of 330,000 active | activation, % at 8.5 µM | P55210;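 active = percent activation above the screen-wide mean plus 3 SD, cut at about 25% in these data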
Target sequence (P55210 whole entry D23A/D198A/D206A): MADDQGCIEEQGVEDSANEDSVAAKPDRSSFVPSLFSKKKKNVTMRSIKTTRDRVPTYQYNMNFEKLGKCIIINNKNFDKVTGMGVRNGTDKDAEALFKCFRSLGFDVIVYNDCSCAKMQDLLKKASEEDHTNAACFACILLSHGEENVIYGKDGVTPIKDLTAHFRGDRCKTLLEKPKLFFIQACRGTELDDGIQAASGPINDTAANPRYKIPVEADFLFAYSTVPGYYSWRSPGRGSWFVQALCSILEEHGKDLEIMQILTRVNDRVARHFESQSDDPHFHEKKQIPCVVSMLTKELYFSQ
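Detection: p-Nitroaniline absorbance at 405 nm, read at 0 and 120 min; system: Uncleavable procaspase-7 mutant enzyme; evaluation: % activation from two-timepoint absorbance difference, scaled to controls; times: 1 h enzyme–compound preincubation and 2 h substrate reaction, both 25 °C; buffer or medium: Zinc-free HEPES pH 7.4 with 300 mM NaCl, 0.01% Triton X-100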
* marks the source's active call; other numbers are inactive results; ? = inconclusive; & = joins results of further samples.

Molecule	CR mimetic SO	MEP2 TOR yeast	LAP4 TOR yeast	GASC-1 inh	RPL19A-GFP yeast	procasp3 activ	AHR activator	procasp7 counter
Cc1ccc(C(=O)N2C3=C(CCCC3)C(=O)NC23CCCCC3)cc1	93	86	97	-4	97	-2	0	3
COC(=O)N/N=C(C)/C=C/c1ccccc1	94	100	106	-1	97	-2	11	-3
COC(=O)C(Cc1cnc(Cl)s1)(C(=O)OC)c1ccc([N+](=O)[O-])cc1	93	94	98	-10	102	-4	1	2
Cn1c(=O)n(C)c2cc(N3CCCC3)c(NC(=O)c3cccc(F)c3)cc21	119	102	113	7	103	-9	20	7
CC(CCc1ccccc1)NS(=O)(=O)c1ccccc1F (centres undefined)	96	97	124	7	95	-4	0	2
Cc1ccc(OCC(=O)NC2CC(C)(C)NC(C)(C)C2)cc1C	93	100	104	10	95	11	1	5
O=C1CNC(=O)/C1=C/c1ccc(Br)cc1	96	100	110	6	99	-5	-2	-2
Cc1ccccc1-c1nc(CS(=O)(=O)CC(=O)NC(C)c2ccccc2)c(C)o1 (centres undefined)	90	95	86	10	96	4	-1	3
O=C(Cc1ccc(Cl)cc1)NCc1ccccc1Cl	99	95	99	20	95	-2	4	4
O=C(CN(C(=O)c1cccc([N+](=O)[O-])c1)C1CCCCC1)Nc1ccc(Cl)c([N+](=O)[O-])c1	80	100	89	-1	100	8	-2	11
O=C(CSc1nc(N2CCCCC2)nc(N2CCCCC2)n1)c1ccccc1	99	85	87	0	99	-3	4	5
CCC(CC)c1nnc(NC(=O)C2CCN(C(=O)c3ccco3)CC2)s1	92	106	118	13	104	-2	1	-12
Cc1ccc(NC(=O)OCC(F)(F)C(F)F)cc1NC(=O)OCC(F)(F)C(F)F	103	107	107	3	110	0	55*	-7
CCOC(=O)c1cnn(-c2cc(Oc3cccc(C)c3)ncn2)c1N	103	115	104	20	94	4	1	3
CCOC(=O)c1ccc(NC(=O)C(=O)NCc2ccc(/C=C(/C#N)C(=O)NCCOC)o2)cc1	106	108	99	-8	106	7	2	1
Cc1ccc(NC(=O)COC(=O)CCCC2=NS(=O)(=O)c3ccccc3N2)cc1C	90	110	104	2	105	2	2	0
O=C(O)COc1ccccc1/C=N/NC(=O)CNC(=O)c1ccco1	82	103	101	-10	102	-2	4	-6
COc1ccc2cc(C(=O)NCC3CCCO3)[nH]c2c1 (centres undefined)	85	116	123	0	119	-1	17	-1
COc1ccc2nc(NC(=O)CSc3nnnn3C)sc2c1	105	95	112	-10	97	3	15	-5
COc1cc(OC)cc(-c2nnc(SCC(=O)N3CCCCC3)o2)c1	87	111	105	-3	104	-4	83*	-4
O=C(CN1CCN(CC(=O)Nc2ccccc2C(F)(F)F)CC1)Nc1ccccc1F	102	111	104	1	99	-7	1	3
COc1cccc(OCCCN2CCN(S(=O)(=O)c3ccc(NC(C)=O)cc3)CC2)c1	92	98	100	33	100	-1	-4	-14
O=C(CSc1ncccn1)NC(=O)NCc1ccco1	95	98	100	-10	98	-5	9	-9
CC(C)c1ccc2oc3nc(N)c(C(=O)O)cc3c(=O)c2c1	106	103	119	21	105	8	-7	-4
CCOC(=O)N1CCN(c2nc3ccccc3nc2C(C#N)S(=O)(=O)c2ccc(C)cc2)CC1 (centres undefined)	117	93	101	-1	91	1	-3	5
O=C(O)CC(c1ccccc1)N1C(=O)c2ccccc2C1=O (centres undefined)	93	94	104	5	90	-5	-1	5
Cc1cccc(CSCCNC(=O)c2ccc(N(C)S(=O)(=O)c3ccccc3)cc2)c1	110	100	100	18	96	-5	1	-1
CC(C)c1ccc(N(CC(=O)Nc2ccc(S(=O)(=O)N3CCOCC3)cc2)S(C)(=O)=O)cc1	114	109	107	20	98	6	3	1
C=CCNC(=O)N1CCCC(N2CCN(c3ccccc3OC)CC2)C1 (centres undefined)	88	108	95	6	106	2	0	2
Cc1occc1C(=O)Nc1sc2c(c1C(N)=O)CCCCC2	113	91	100	22	100	-11	83*	-9
COc1ccccc1CNC(=O)c1ccc2c(=O)n(CCCN3CCCC3=O)c(=S)[nH]c2c1	94	106	99	2	96	2	-2	-9
COc1ccc(OC)c(N(CC(=O)NCc2ccccc2)S(=O)(=O)c2ccc(OC)c(OC)c2)c1	93	101	99	-2	104	-3	0	-2
CC(=O)N=C(N)Sc1nc2ccccc2[nH]1	113	99	119	-1	92	-4	40	-1
CC(=O)Nc1ccc(OCC(=O)NCc2ccc3c(c2)OCO3)cc1	104	104	107	9	93	2	-1	2
C/C(N)=C(/C#N)C(=O)COC(=O)c1ccncc1	104	100	99	1	100	10	-3	3
CCSc1nnc(NC(=O)c2ccc(F)c(S(=O)(=O)N3CCOCC3)c2)s1	107	105	101	-11	101	6	1	-9
COc1cccc(NC(=O)CCSc2ccc(C)cc2)c1	89	96	94	1	101	10	4	0
Cc1cc(C)c(NC(=O)c2ccc3c(c2)CCN3S(C)(=O)=O)c(C)c1	87	112	96	-21	103	-7	3	-3
CCOC(=O)c1c(C)[nH]c(C(=O)COC(=O)CCNS(=O)(=O)c2ccc(NC(C)=O)cc2)c1C	106	98	101	-3	97	4	6	8
COC(=O)CSc1ncc(C#N)c(N)n1	98	100	96	10	97	-6	3	9
CC[C@H](C)/C=C(C)/C=C/C1=CC2=CC(=O)[C@]3(C)OC(=O)[C@@H](C(C)=O)[C@@H]3C2=CO1	111	100	99	?	97	-2	0	-8
COc1ccc(NS(=O)(=O)c2ccc(N3CCCC3=O)cc2)cn1	97	93	92	-1	86	-1	-1	11
COc1ccc(/C=C/C(=O)NCc2cn(C)nc2C)cc1COc1ccc(Br)cc1	115	105	101	2	103	-1	-9	2
CC1(C)CC(=O)C2=C(C1)Nc1ccccc1N1C(=O)c3ccccc3C21 (centres undefined)	103	109	108	3	108	5	-3	7
O=C(C1CCC1)N1CCc2cc(S(=O)(=O)NCc3cccnc3)ccc21	112	105	105	-2	101	5	2	11
O=C(NCCNc1ccc(Cl)cc1[N+](=O)[O-])c1ccccc1F	102	105	92	-3	108	-8	0	-9
CCOc1ccccc1N1CCN(C(=O)c2c(C)noc2C)CC1	97	102	102	-8	102	-3	1	5
O=C(CSc1nnc(-c2cccs2)n1Cc1ccco1)Nc1ccc2c(c1)OCO2	97	89	92	-12&3	87	-4	7	3

An excerpt from above in order of molar mass, descending:
Molecule	CR mimetic SO	MEP2 TOR yeast	LAP4 TOR yeast	GASC-1 inh	RPL19A-GFP yeast	procasp3 activ	AHR activator	procasp7 counter
CC[C@H](C)/C=C(C)/C=C/C1=CC2=CC(=O)[C@]3(C)OC(=O)[C@@H](C(C)=O)[C@@H]3C2=CO1	111	100	99	?	97	-2	0	-8
COc1ccc(NS(=O)(=O)c2ccc(N3CCCC3=O)cc2)cn1	97	93	92	-1	86	-1	-1	11
O=C(NCCNc1ccc(Cl)cc1[N+](=O)[O-])c1ccccc1F	102	105	92	-3	108	-8	0	-9

Further results follow.
Molecule	CR mimetic SO	MEP2 TOR yeast	LAP4 TOR yeast	GASC-1 inh	RPL19A-GFP yeast	procasp3 activ	AHR activator	procasp7 counter
COc1ccc(-c2nc(Cn3c(SCc4ccccc4F)nc4ccncc43)c(C)o2)cc1	93	99	105	-3	98	-5	11	-6
CCCCNC(=S)N/N=C/c1ccc(C)s1	95	99	102	-2	99	3	75*	4
COCCN(C(=O)COC(=O)CCC(=O)c1cccs1)c1c(N)n(Cc2ccccc2)c(=O)[nH]c1=O	89	95	117	-5	101	3	5	16
COc1ccc(OC)c(C(=O)c2coc3ccc(OC(C)=O)cc23)c1	92	96	97	-1	99	11	-3	6
O=C(NCc1cccs1)C1CC(=O)N(c2ccc(F)cc2)C1 (centres undefined)	102	98	105	-1	100	7	1	9
O=C1NC(c2ccccc2)=C(c2ccc3ccccc3n2)C(c2ccccc2)N1 (centres undefined)	105	107	94	0	104	-4	22	0
Cc1ccc(OCCC(=O)Nc2c(C)n(C)n(-c3ccccc3)c2=O)cc1	96	98	90	10	96	-4	-1	1
COC(=O)c1cc(OC)c(OC)cc1-n1cnc2cc(OC)c(OC)cc2c1=O	115	102	101	0	98	-1	2	2
CCc1ccc(-c2ccc3nnc(SC)n3n2)cc1	101	100	90	-46	99	-1	-1	2
COc1ccc(S(=O)(=O)Nc2cccc3c2O[C@H](CN(C)C(=O)Nc2c(C)noc2C)[C@@H](C)CN([C@H](C)CO)C3=O)cc1	92	93	97	0	90	-4	2	3
CCCn1c(NC(=O)CCNC(=O)c2ccccc2Cl)nc2ccccc21	105	102	112	1	109	7	0	3
CCCCN(C(=S)SC)C1CCS(=O)(=O)C1 (centres undefined)	101	109	109	9	98	-4	1	6
Cc1ccccc1S(=O)(=O)Cc1ccc(C(=O)NC2CCCCC2C)o1 (centres undefined)	116	105	111	-2	103	0	1	2
O=C(Nc1cc(=O)[nH]c2nc(-c3ccccc3)nn12)c1ccccc1Cl	99	104	96	-3	99	2	4	8
Cc1ccc(NC(=O)C2CCC2)cc1S(=O)(=O)N1CCCCCC1	94	102	88	-1	99	1	2	7
Cc1ccc2cccc(OCC(=O)Nc3ccc(N4CCOCC4)cc3)c2n1	112	108	92	1	98	-2	36	10
CCN(CC)C(=O)c1ccc(S(=O)(=O)Cc2ccc(C)cc2)c([N+](=O)[O-])c1	109	93	88	-1	99	10	1	0
COc1ccccc1CN(C)C(=O)COC(=O)c1ccc(Cl)nc1	88	106	93	6	97	6	0	3
Cn1c(NNC(=O)c2ccc(C(C)(C)C)cc2)cc(=O)n(C)c1=O	94	96	85	-47	97	2	4	5
CCNC(=O)c1ccc(=O)n(Cc2ccc(Cl)cc2Cl)c1	111	104	119	-6	96	3	1	1
COc1ccc(S(=O)(=O)Cc2ccc(C(=O)NCCc3ccc(S(N)(=O)=O)cc3)o2)cc1	100	98	99	-23&2	100	2	1	8
CCOC(=O)C1CCCN(C(=O)COc2ccc(N(C)S(=O)(=O)c3ccc(F)cc3)cc2)C1 (centres undefined)	98	89	107	2	93	5	1	-10
O=C1C(Cc2ccc3[nH]ccc3c2)NC(=S)N1c1ccccc1 (centres undefined)	112	100	112	8	98	0	8	-3
COc1ccc(N(C(C)C(=O)N/N=C/c2ccc(OC)c(OC)c2)S(C)(=O)=O)cc1 (centres undefined)	130	99	94	-2	107	1	0	-2
CCOC(=O)c1nc(NCc2ccccc2)c2ccccc2n1	95	98	88	9	98	8	6	5
CCN(CC)c1ccc(NC(=S)NC(=O)c2cccs2)cc1	93	104	107	3	91	-11	2	-27
Cc1cccc(Cc2nnc(CCC(=O)N(C)CCc3ccccc3)o2)c1	84	110	97	-3	106	-3	17	-11
COc1ccc(/C=C(\C#N)C(=O)Nc2cccc3ncccc23)cc1OC	102	110	99	-3	104	-11	5	-16
COc1ccc(CCNC(=O)CCC(=O)Nc2ccccc2[N+](=O)[O-])cc1OC	116	96	96	-8	99	2	7	-10
Cc1ccc2nc(Nc3ccccc3)cc(C)c2c1	100	94	72	-13	91	-1	27	-2
Cn1c(CSCc2ccc(Cl)c(Cl)c2)n[nH]c1=S	85	99	101	1	99	-16	-9	-13
